Wnt bcat act = activates Wnt/beta-catenin signaling in a reporter cell assay | activator, plate reader | activation, % at 9.35 µM | hit rate 1.2% among 300,000 | AID 743398; in the data active = activation above about 30%, passing the limit was not always enough;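 note: 0% = neutral control wells and 100% = positive control wells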
PvdQ acylase = P. aeruginosa PvdQ acylase inhibition | inhibition, % at 10 µM | purified PvdQ acylase, fluorescence plate reader | hit rate 0.063% among 340,000; in the data active = inhibition above about 30%, passing the limit was not always enough;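 note: 0% = vehicle neutral wells and 100% = reference inhibitor wells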
Rtt109 HAT inh = C. albicans Rtt109 histone acetyltransferase inhibition; inhibition, % at 34.9 µM; AID 540336; purified Rtt109/Vps75, ThioGlo CoA-SH fluorescence, 4 h; hit rate 0.16% among 330,000;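 active = inhibition of at least 50% in every replicate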
Target sequence (Q5AAJ8 whole entry, looked up): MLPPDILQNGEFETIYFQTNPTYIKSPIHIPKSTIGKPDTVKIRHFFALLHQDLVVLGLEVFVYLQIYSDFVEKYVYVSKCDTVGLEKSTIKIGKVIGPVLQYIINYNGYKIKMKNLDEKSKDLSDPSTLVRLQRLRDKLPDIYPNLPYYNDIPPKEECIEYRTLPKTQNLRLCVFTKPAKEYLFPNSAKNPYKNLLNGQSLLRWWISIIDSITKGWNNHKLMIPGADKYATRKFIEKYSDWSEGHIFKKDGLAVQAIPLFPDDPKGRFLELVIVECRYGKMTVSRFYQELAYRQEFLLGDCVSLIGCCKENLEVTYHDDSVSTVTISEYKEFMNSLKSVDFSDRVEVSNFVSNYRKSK
dFosB activator = enhances mouse delta FosB homodimer DNA binding; AID 493131; purified delta FosB, TAMRA-CDK5 oligo fluorescence polarization; percent of positive-control signal above neutral wells; activation, % at 25 µM; P13346; hit rate 0.99% among 340,000;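 active = mean activation above about 17%, with every replicate also reaching it, limit read from the data, passing the limit was not always enough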;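 note: fluorescence polarization rise as delta FosB binds a TAMRA Cdk5 AP-1 oligo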
MITF act = MITF TRPM1 promoter activation in melanoma cells; SK-MEL-5 TRPM1-promoter luciferase, 24 h; % of positive control, neutral wells = 0; activation, % at 12.5 µM; hit rate 0.75% among 300,000; AID 588334;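 active = mean activation of at least 80% with every replicate also reaching 80%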;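 note: 0% = neutral control wells and 100% = parthenolide positive control wells; values of inactives mirror those of a sister screen read the other way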
HTR5A ag = counter-screen for OPRM1-OPRD1 agonists: human HTR5A agonism | HTR5A agonist assay, luminescence, cell-based | hit rate 0.61% among 340,000 | AID 504692 | activation, % at 9.3 µM; in the data active = activation mostly above about 9.5%, no sharp cut-off; inactive = mostly below about 7.6%;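 note: 0% = cells with vehicle only and 100% = reference agonist; strong numbers were not always called active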
CDK5 inh = blocks human CDK5/p35 kinase activity; Recombinant CDK5/p35, ADP-Glo luminescence, 60 min; AID 488839; hit rate 0.01% among 330,000; inhibition, % at 10 µM;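 active = highest replicate inhibition of at least 50% and at least 75% of replicates reaching 50%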;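 note: plate controls were DMSO neutral control for no effect and GW8510 at 10 µM for full effect; many of its hits are not listed in these tables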
SR-BI DiI-HDL act = SR-BI HDL lipid transfer activation; CHO ldlA[mSR-BI] cells, DiI-HDL uptake fluorescence, 3 h; 100 = double the neutral-control signal; hit rate 0.096% among 320,000; activation, % at 12.5 µM;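 active = mean replicate activation of at least 60% and every replicate at or above 60%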;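 note: 0% = median plate neutral-control signal and 100% = twice that signal; values of inactives mirror those of a sister screen read the other way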
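Material – SR-BI-overexpressing, LDLR-lacking CHO cells · Medium – BSA-supplemented, HEPES-buffered Ham's F12, pH 7.4 · Doses – single concentration · Times – compound with DiI-HDL co-incubation, 3 h at 37 °C · Measured by – bottom-read fluorescence, 550/595 nm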
SR-BI DiI inh = inhibitors of mouse SR-BI mediated HDL lipid uptake; ldlA[mSR-BI] CHO cells, DiI-HDL uptake fluorescence, 3 h; inhibition, % at 12.5 µM; hit rate 0.96% among 320,000; AID 488896;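 active = mean replicate inhibition of at least 70% and a set share of replicates each scoring 70 or more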;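 note: 0% = median of neutral control wells and 100% = median of positive control wells; values of inactives mirror those of a sister screen read the other way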
Target sequence (Q61009 whole entry, looked up): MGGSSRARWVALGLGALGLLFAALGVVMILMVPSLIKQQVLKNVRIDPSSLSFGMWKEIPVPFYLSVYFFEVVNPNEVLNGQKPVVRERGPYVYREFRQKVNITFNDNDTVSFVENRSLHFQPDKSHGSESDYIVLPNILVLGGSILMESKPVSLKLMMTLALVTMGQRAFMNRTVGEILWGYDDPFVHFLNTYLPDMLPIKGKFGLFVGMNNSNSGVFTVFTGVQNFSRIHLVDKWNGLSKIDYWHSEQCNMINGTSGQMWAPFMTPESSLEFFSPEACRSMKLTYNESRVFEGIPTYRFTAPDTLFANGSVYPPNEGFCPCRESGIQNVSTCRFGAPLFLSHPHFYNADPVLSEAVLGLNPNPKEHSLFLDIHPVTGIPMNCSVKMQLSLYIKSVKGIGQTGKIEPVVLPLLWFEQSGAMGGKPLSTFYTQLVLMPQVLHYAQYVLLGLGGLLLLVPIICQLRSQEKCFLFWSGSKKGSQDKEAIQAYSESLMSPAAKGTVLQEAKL
cardiac RTF act = cardiac RTF calcium sensitization. IANBD-labeled TnC RTF fluorescence at EC20 calcium; 0% EC20 calcium, 100% full calcium. hit rate 0.24% among 340,000. AID 493008. P19429+P45379. activation, % at 7.2 µM;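 active = activation above the mean over all tested compounds plus 3 SD, cut at about 30% in these data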;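 note: rise in fluorescence read as greater calcium sensitivity of cardiac thin filaments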
Starred values were filed as active, the others as inactive; · = not tested or not shown.

Values run as follows: MITF act	Rtt109 HAT inh	HTR5A ag	Wnt bcat act	cardiac RTF act	PvdQ acylase	CDK5 inh	SR-BI DiI inh	SR-BI DiI-HDL act	dFosB activator
> Fc1cc(F)c2nc(Nc3nc4cc5c(cc4s3)OCO5)sc2c1
  20	-12	7	·	0	-5	0.5	7	-7	15
> CC(Sc1nnc(-c2ccco2)n1N)C(=O)NCc1ccc2c(c1)OCO2 (stereo not given)
  -10	0	6	-1	6	-10	0.1	-7	7	-1
> O=C(COC(=O)CNC(=O)c1sc2ccccc2c1Cl)Nc1cc(Cl)cc(Cl)c1
  1	·	3	0	-3	-3	-3.1	8	-8	167*
> CN(C)C(CNC(=O)C1CCN(S(=O)(=O)c2ccccc2C(F)(F)F)CC1)Cc1ccccc1 (stereo not given)
  9	0	2	3	-3	-12	-1.4	-12	12	-7
> CCCCn1c(SCC(=O)N2CCC(C(=O)OCC)CC2)nc2cc(S(N)(=O)=O)ccc21
  3	1	2	·	7	-11	1.1	-5	5	3
> O=C(CSc1nc2c(c(=O)n1-c1ccc(Cl)cc1)SCC2)N1CCOCC1
  ·	8	1	-6	2	5	1.5	-3	3	-4
> COC(=O)Nc1nc(-c2ccccc2)c(C(=O)c2ccccc2)s1
  -24	16	3	·	-6	-5	1.1	91*	-91	-10
> CCSc1nnc(NC(=O)CN2C(=O)C3CC=CCC3C2=O)s1 (stereo not given)
  -7	14	2	-2	-1	3	0.7	-6	6	6
> C=C(C)C(=O)Nc1cccc(C2=NOC3(C2)C[C@H](C(N)=O)N(C(=O)COc2ccc(Cl)cc2)C3)c1 (stereo not given in full)
  -11	7	5	-5	-5	-3	-1.6	47	-47	-16
> COc1cc(OC)c2cc(C(=O)N[C@H](C(=O)N3CCC[C@H]3C(=O)O)C(C)C)n(C)c2c1
  -16	-1	-2	0	-2	-12	-2.0	-23	23	-1
> CSc1nc(N(CCO)CCO)c2sc3nc(-c4ccco4)c4c(c3c2n1)CCC4
  2	10	-2	-4	-9	-14	-1.6	0	0	-12
> CC(=O)Nc1c(F)cc(Br)cc1F
  -1	-17	-2	-2	2	-18	0.8	-1	1	-5
> C/C(=N/NC(=O)c1ccc(C)s1)c1cccnc1
  52	42	0	6	3	7	2.8	-18	18	-6
> CCCCNC(=O)CCc1nc2cccnc2n1Cc1ccc(OC)cc1
  ·	6	1	6	10	10	1.1	13	-13	-1
> CNC(=O)/C(C#N)=C\c1ccc(CNS(=O)(=O)c2ccccc2)o1
  -4	-8	-1	·	-1	12	-0.9	-9	9	8
> COCc1cc(C)nc(Nc2cc(C)ccc2C)c1C#N
  -10	-6	-1	-2	0	-9	-8.1	45	-45	2
> Cc1cc(OC(=O)c2cccc(C(F)(F)F)c2)c([N+](=O)[O-])c(=O)[nH]1
  -2	4	-5	-6	-5	2	-0.7	-10	10	3
> O=C(Cn1ccc([N+](=O)[O-])n1)NCCc1c[nH]c2ccccc12
  -5	0	-2	-1	2	-14	0.1	-5	5	4
> CCCCn1c(N)c(N(CCOC)C(=O)c2ccc(-c3ccc([N+](=O)[O-])cc3)o2)c(=O)[nH]c1=O
  15	8	4	-4	4	1	1.4	23	-23	-9
> Cc1c(NC(=S)NC(=O)CC(C)C)c(=O)n(-c2ccccc2)n1C
  0	5	-4	0	2	-14	1.9	7	-7	0
> CC1(C)C[C@H]2C3=CCC4[C@@]5(C)CC[C@H](O)[C@](C)(CO)C5CC[C@@]4(C)[C@]3(C)C[C@@H](O)[C@@]2(CO)[C@@H](O)[C@@H]1O (stereo not given in full)
  -11	1	8	-2	0	-13	-2.1	13	-13	2
> COc1ccccc1NC(=O)c1ccccc1C(=O)Nc1ccccc1OC
  4	2	-3	0	4	-2	-1.3	9	-9	-10
> CN1CCCN(Cc2cccc3ccccc23)CC1
  ·	-1	3	-1	18	-4	-0.7	-17	17	-8
> CCc1nc(NCc2ccccn2)c2oc3ccccc3c2n1
  -9	-20	-2	·	1	-12	-2.1	6	-6	-23
> CC(NC(=O)C1CCC(C(C)(C)C)CC1)C(c1ccccc1)N1CCOCC1 (stereo not given)
  5	·	2	-12	-2	-2	-0.5	9	-9	-5
> O=S(=O)(N/N=C\c1ccc2c(c1)OCO2)c1ccc(Cl)cc1
  -1	7	11	·	-1	-5	0.5	-33	33	-5
> CCNC(=S)N(CCc1c(C)[nH]c2ccc(C)cc12)Cc1cccnc1
  9	-3	4	-2	-2	-6	1.3	-7	7	-3
> COc1ccc(OCC(=O)N/N=C/c2ccc(N(C)C)cc2)cc1
  -4	0	-3	1	4	4	-0.7	-38	38	-1
> Cc1cc(C)n2c(SC/C(O)=C(\C#N)c3nc4ccccc4[nH]3)nnc2n1
  ·	11	-1	3	0	10	3.1	-14	14	-12
> COc1ccc(NC(=O)c2ccco2)cc1NC(=O)c1cccnc1
  -4	-3	-4	·	0	-16	0.6	10	-10	-3
> COc1ccc(NS(=O)(=O)c2cc(NC(=O)c3ccc(=O)[nH]n3)ccc2C)cc1
  -19	11	3	0	-3	0	-0.3	-18	18	-8
> CC(=O)C1CCC2C3CCC4=CC(=O)CCC4(C)C3(F)C(O)CC12C (stereo not given)
  -12	-3	-1	-2	4	-13	1.6	12	-12	-2
> N/C(=N\OC(=O)/C=C/c1ccccc1)c1ccccn1
  49	·	1	28	3	-8	0.7	-17	17	-9
> C/C(=N\NC(=S)Nc1cccc(C)c1)c1cccc(N)c1
  12	0	-1	20	2	-9	0.8	55	-55	-7
> COc1ccc(N2CCN(CC(=O)NCc3ccc(Cl)cc3)CC2)cc1
  -18	1	6	1	3	-6	0.6	6	-6	-6
> COc1cccc(/C=C/C(=O)NCc2cn3cc(Cl)ccc3n2)c1
  -8	23	2	16	-4	16	1.5	-10	10	17*
> Cc1cc(C)cc(NC(=O)CSc2n[nH]c(-c3cccnc3)n2)c1
  -13	7	5	7	-4	-8	-0.1	-3	3	0
> COc1ccc(CNC(=O)CSc2nc3ccc(C)cc3[nH]2)cc1OC
  -20	4	2	2	3	-10	-0.1	·	·	-4
> COC(=O)c1c(NC(=O)COC(=O)c2ccc(Cl)cc2[N+](=O)[O-])sc2c1CCCCC2
  -1	-2	-2	-2	6	-12	0.4	-14	14	-10
> CCOC(=O)c1c(NC(=O)C2CCCCC2)sc2c1CCN(CC)C2
  20	10	-5	4	1	-11	-1.3	-13	13	-8
> CC(=O)OC1CC(c2cc(C(C)(C)C)c(O)c(C(C)(C)C)c2)=NO1 (stereo not given)
  7	2	4	1	0	-2	-5.2	·	·	-4
> COc1ccccc1[C@@H]1C(c2ccc(F)cc2)=NN(c2ccccc2)[C@H]1C(=O)N1CCOC1=O
  -9	-1	2	-2	-3	-10	0.7	13	-13	-4
> O=C(NC1CCCCC1)C1CCCN(S(=O)(=O)c2cccc3cccnc23)C1 (stereo not given)
  -5	-8	-3	1	-8	5	0.4	-20	20	0
> Cc1cccc(NC(=S)NCC(c2cccnc2)N2CCOCC2)c1C (stereo not given)
  -1	-1	-3	-1	-4	-1	-2.9	-18	18	-5
> CC1CC(=O)c2cn3c(nc2C1)nc1ccccc13 (stereo not given)
  -3	4	1	9	1	3	1.1	-3	3	0
> c1ccc(COc2cccc(CNCc3cccnc3)c2)cc1
  6	0	9	-1	-6	1	0.3	-3	3	-2
> CC(NC(=O)CCc1ccc(S(=O)(=O)NC2CCCCC2)cc1)c1ccccc1 (stereo not given)
  -6	10	1	·	-2	-9	-3.1	9	-9	-3
> OCC1(Cc2cccc(Cl)c2)CCCN(Cc2sc(N3CCCC3)nc2Cl)C1 (stereo not given)
  0	21	0	-2	-1	5	3.1	·	·	-2
> O=C(CSCc1c(Cl)cccc1Cl)NN=C1CCCC1
  -7	8	-1	-1	5	-5	0.4	10	-10	0
> CCn1c(C)cs/c1=N\S(=O)(=O)c1ccccc1
  -1	1	6	-1	-1	-17	-1.0	-23	23	-5

(cont.)
Values run as follows: MITF act	Rtt109 HAT inh	HTR5A ag	Wnt bcat act	cardiac RTF act	PvdQ acylase	CDK5 inh	SR-BI DiI inh	SR-BI DiI-HDL act	dFosB activator
> CC(=O)c1ccc(NC(=O)CSc2n[nH]c(-c3cccnc3)n2)cc1
  22	7	-3	0	-9	-1	-0.8	·	·	-9
> CN(CC(=O)N1CCN(Cc2ccccc2)CC1)C(=O)Cc1cccc2ccccc12
  -5	-3	0	-2	0	-11	-7.5	38	-38	-11
> Cc1ccc(S(=O)(=O)N2CCOCC2)cc1C(=O)OCC(=O)Nc1ccc2c(c1)OCO2
  3	0	-2	0	1	-11	0.5	23	-23	-16
> CC(C)CC(=O)Nc1ccc(S(=O)(=O)NCc2ccco2)cc1
  ·	1	8	·	2	-8	2.7	-2	2	-3
> CCCCn1c(=N)n(CC(O)COc2cccc(C)c2)c2ccccc21 (stereo not given)
  2	-17	0	-8	0	-22	-12	44	-44	6
> COc1cc(OC)c(C2SCCN2S(=O)(=O)c2ccc(F)cc2)cc1OC (stereo not given)
  -7	1	-1	-4	6	-8	-1.9	23	-23	3
> Cn1nnnc1Sc1ccc(C(=O)O)cc1[N+](=O)[O-]
  10	-1	-2	25	1	-1	1.0	9	-9	0
> COc1ccccc1C(=O)NC(=O)COC(=O)c1ccc(Cl)cc1[N+](=O)[O-]
  -1	4	-1	0	2	6	0.0	-24	24	7
> O=C(NCc1ccco1)c1sc(=S)n2c1[nH]c(=O)c1ccccc12
  4	26	-2	·	-3	0	-1.0	-3	3	-14
> O=C(NCCCN1CCOCC1)C(=O)N/N=C/c1ccc2c(c1)OCO2
  2	-5	7	-5	2	-7	-0.4	-30	30	-2
> CCc1ccc(NC(=O)CSc2nnc(SCC(=O)Nc3ccc(CC)cc3)n2N)cc1
  -7	-4	-4	·	-6	-9	-1.2	30	-30	3
> CC1CCN(CCOc2ccc(OCc3ccccc3)cc2)CC1
  50	0	1	1	0	-12	-0.2	-2	2	-5
> Cc1cccc(NC(=O)CN2CCN(CC(=O)Nc3cccc(C)c3)CC2)c1
  -5	6	-2	-6	-5	-8	0.2	25	-25	-8
> CC(=O)Nc1ccc(C(=O)CSc2nc3ccccc3n2CC(=O)N2CCCC2)cc1
  -3	7	·	·	1	0	-1.1	-2	2	-8
> COc1cc(NC(=O)C/C(C)=N/NC(=O)c2ccccn2)c(OC)cc1Cl
  -1	3	1	-3	2	-17	1.5	-15	15	-13
> Cc1oc(-c2cc(F)ccc2F)nc1CN1CCN(c2cnccn2)CC1
  -6	1	-5	0	2	-1	0.3	15	-15	-4
> COc1ccc(-c2nnc(SCC(=O)Nc3ccc(Cl)cc3)n2C)cc1
  -8	-4	0	-4	12	-18	-1.9	17	-17	-1
> O=C1Nc2ccccc2C1Cc1ccccn1 (stereo not given)
  0	-4	-8	-1	0	-16	0.7	-2	2	-2
> COC(=O)C(NC(=O)CN1C(=O)c2ccccc2C1=O)c1ccc(O)c(OC)c1 (stereo not given)
  4	-11	0	0	-4	-10	1.1	6	-6	4

Some entries already given, limited to PvdQ acylase, SR-BI DiI inh and Wnt bcat act:
SMILES,PvdQ acylase,SR-BI DiI inh,Wnt bcat act
COc1cc(OC)c2cc(C(=O)N[C@H](C(=O)N3CCC[C@H]3C(=O)O)C(C)C)n(C)c2c1,-12,-23,0
CSc1nc(N(CCO)CCO)c2sc3nc(-c4ccco4)c4c(c3c2n1)CCC4,-14,0,-4

Compounds as they come. Share with any hit: about 4.4%.
